XiGFP reactiv: X-chromosome reactivation activator; XiGFP mouse fibroblasts, % GFP-positive cells imaging, 3 d; cells co-treated with 5-aza-dC sensitizer; scaled so ellipticine positive control = 100%; activation, % at 7.58 µM; actives 0.055% (n = 360,000); AID 743238;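 active = mean normalized replicate activation at least 10% and every replicate at or above 10%; inconclusive = only one of the two criteria met; inactive = mean below 10% and not all replicates reach 10%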;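 note: 0% = median of on-plate neutral control wells and 100% = ellipticine 6 µM median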
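System: 68-5-11 XiGFP fibroblast line; Timing: 3 days compound exposure; Compound dosing: one concentration, pinned; Benchmarks: positive control ellipticine, 6 µM final; Buffer or medium: DMEM containing 5-aza-dC.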
CFTR F508del cor: CFTR F508del correction in bronchial cells; actives 0.36% (n = 350,000); CFBE cells, YFP halide quenching; stimulated with forskolin plus potentiator P3; % fluorescence drop versus neutral controls; activity (quench increase), % at 7.58 µM;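 active = mean added fluorescence quench of at least 8% versus neutral control, with both replicates also reaching 8%; inconclusive = only one of the mean or replicate conditions met; inactive = mean below 8% and not both replicates reaching 8%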;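 note: cells transiently co-express mutant CFTR-F508del with the halide-sensitive YFP; corrector assay measuring rescue of mutant channel to the surface after 24 h compound exposure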
ERp5 inh: blocks human ERp5 reductase activity on insulin. Q15084. ERp5 insulin aggregation, absorbance 650 nm, 90 min. inhibition, % at 9.99 µM. actives 0.05% (n = 350,000);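 active = mean replicate inhibition above about 25%, with every replicate also reaching it, limit read from the data, passing the limit was not always enough; inconclusive = only one of those two criteria met; inactive = neither criterion met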
Target sequence (Q15084 whole entry, looked up): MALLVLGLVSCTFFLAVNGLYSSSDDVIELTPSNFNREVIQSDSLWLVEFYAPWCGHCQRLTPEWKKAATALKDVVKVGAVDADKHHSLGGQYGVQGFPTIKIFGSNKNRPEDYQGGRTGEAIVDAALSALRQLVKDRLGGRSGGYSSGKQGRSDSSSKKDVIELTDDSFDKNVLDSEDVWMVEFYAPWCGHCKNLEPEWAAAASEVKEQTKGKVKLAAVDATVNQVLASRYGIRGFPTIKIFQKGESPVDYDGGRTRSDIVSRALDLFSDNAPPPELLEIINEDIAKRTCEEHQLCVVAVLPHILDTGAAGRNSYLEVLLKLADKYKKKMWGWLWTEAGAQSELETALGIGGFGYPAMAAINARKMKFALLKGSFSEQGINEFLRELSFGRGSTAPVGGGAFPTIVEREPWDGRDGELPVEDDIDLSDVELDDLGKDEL
EWS-Fli inh: EWS/Fli transcriptional activity inhibition; inhibition, % at 12.6 µM; AID 651661; A673 NR0B1-luciferase reporter, viability-normalised; actives 0.67% (n = 350,000);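 active = mean inhibition of at least 50% after viability correction, with every replicate also passing that limit; inconclusive = mean reaches 50% but only one of two replicates passes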;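 note: firefly luciferase signal divided by Alamar Blue viability fluorescence both relative to DMSO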
DENV2 CPE rescue: inhibitors of DENV2 cytopathic effect; DENV2-infected cells, cytopathic effect rescue, plate reader; CPE inhibition, % at 9.99 µM; actives 1.7% (n = 350,000); in the data active = CPE inhibition above about 20%, passing the limit was not always enough; inconclusive = no clear call, values can overlap the other calls; tested in BHK-21 cells;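 note: 0% = median of neutral control wells and 100% = median of positive control wells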
PAX8 reporter: PAX8 transcriptional activity inhibition | RMG-I TPO-luciferase reporter, SteadyGlo, 24 h | inhibition, % at 12.6 µM | actives 1.2% (n = 360,000) | AID 652154;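 active = mean replicate inhibition at least 60% with every replicate also reaching 60%; inconclusive = only one of the two criteria is met; inactive = mean below 60% and not all replicates reaching 60%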;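 note: luciferase light reporting Pax8 driven TPO promoter activity; plate controls were median of neutral control wells for no effect and mitoxantrone controls for full effect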
ARNT TACC3 PPI: disrupts binding between human ARNT and TACC3; Q9Y6A5; AlphaScreen His-ARNT PAS-B/GST-TACC3 binding, luminescence; TACC3 fragment carries E629A point mutation; inhibition, % at 9.99 µM; actives 0.66% (n = 390,000); AID 623870;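 active = mean inhibition of replicates at least 50% and at least half of replicates each reaching 50%; inconclusive = half or more replicates reach 50% but mean below 50%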;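 note: 0% = complete ARNT plus TACC3 wells and 100% = ARNT alone without TACC3; many hits fall short of the cut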
INS-1E GSIS act: GLuc luminescence reporter in INS-1E cells, primary screen for activators of glucose-dependent secretion of insulin; INS-1E GLuc reporter insulin secretion, 2-3 h; activation, % at 16.6 µM; actives 0.61% (n = 370,000);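 active = lowest replicate activation of at least 40%, so every replicate reaches that level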;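 note: 0% = median of neutral control wells and 100% = median of IBMX positive control wells; some compounds called inactive have numbers as strong as hits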
* hit, by the source's call; ? = inconclusive; . = no result given; & = joins results of further samples.

SMILES	XiGFP reactiv	CFTR F508del cor	ERp5 inh	EWS-Fli inh	DENV2 CPE rescue	PAX8 reporter	ARNT TACC3 PPI	INS-1E GSIS act
Cc1cccc(S(=O)(=O)N[C@@H]2CC[C@H](CCNC(=O)c3cnccn3)O[C@H]2CO)c1	-0.3	-0.6	11	-3	-9	-3	1	-5
O=C(COC(=O)c1cc(NS(=O)(=O)c2cccs2)ccc1O)Nc1cc(Cl)ccc1Cl	-0.1	-2.0	0	8	-3	6	1	16
N/C(=N\OC(=O)c1cccc(Cn2cc(C(F)(F)F)ccc2=O)c1)c1ccccc1	0.1	0.7	5	-43	-5	6	-7	.
O=C(COc1ccc(Cl)cc1Cl)N1CCN(c2ccccn2)CC1	-0.1	-1.9	1	3	5	16	-6	-3
C[C@@H]1CN([C@@H](C)CO)C(=O)c2cc(NS(=O)(=O)c3ccc(F)cc3)ccc2O[C@@H]1CN(C)Cc1ccccc1	-1.2	-2.5	4	2	-10	-15	-1	-1
O=C1CC(c2ccccc2)=Nc2ccc(Br)cc2N1	0.0	7.0	-3	-20	-9	1	-3	17
CO[C@H]1CN(C)C(=O)c2ccc(NC(=O)C3CC3)cc2OC[C@H](C)N(CCc2ccccc2)C[C@H]1C	-0.1	1.5	-2	-1	4	1	-7	-11
CCCc1cc(=O)[nH]c(Nc2ccc3c(c2)OCCO3)n1	0.0	-1.7	0	-17	1	-28	.	-3
COc1ccc([C@@H]2CC(=O)c3c(O)cc(O[C@@H]4OC(CO[C@@H]5OC(C)[C@H](O)[C@H](O)C5O)[C@@H](O)[C@@H](O)C4O)cc3O2)cc1O (stereo partly drawn)	0.0	-0.6	-1	-6	-1	-18	-8	.
N#C/C(=C\c1ccc(Sc2ccc(Cl)cc2)o1)c1nc2ccccc2[nH]1	0.2	.	-1	-39	2	-9	-6	-1
CNC[C@@H]1Oc2ccc(N(C)C)cc2CC(=O)N([C@@H](C)CO)C[C@H]1C	0.0	0.7	-8	7	1	-12	-2	29
COc1ccc(NC(=O)C2CCC(CNc3c(N4CCCCC4)c(=O)c3=O)CC2)cc1OC (stereo not drawn)	-0.1&0.0	1.1&-2.0	-5&-3	-3&0	-6&-5	7&-11	2&-2	7&-2
CN(C1CCS(=O)(=O)C1)S(=O)(=O)c1ccc(C2CCCCC2)cc1 (stereo not drawn)	.	-0.2	0	-14	0	.	.	9
COc1cc(C(=S)N2CCOCC2)cc(Br)c1OS(=O)(=O)c1ccccc1	0.0	-0.6	-4	12	-6	-3	-7	.
O=C(NCCC1CCCCN1S(=O)(=O)c1ccc(F)cc1)C(=O)NCCN1CCOCC1 (stereo not drawn)	0.2	-1.6	-2	1	0	17	-7	15
COC(=O)c1ccc(COc2ccc3ccc(=O)oc3c2)o1	0.2	-0.2	2	-3	0	-22	-3	0
CC(C)CN1Cc2ccccc2Oc2cc(Br)ccc2S1(=O)=O	0.0	-0.2	-2	9	-3	15	-2	3
Cc1cc(C(=O)N2CCC2(C)C(=O)O)nn1C(C)(C)C (stereo not drawn)	0.1	-3.4	-3	1	-7	12	.	2
CC1CCN(c2ccc(S(=O)(=O)NC3=NCCCCC3)cc2[N+](=O)[O-])CC1	-0.1	-1.5	0	5	?	-15	12	-31
COc1ccc(OCC(=O)c2c[nH]c3ccccc23)cc1	0.0	-4.8	?	17	-1	-45	3	8

Single values from the results shown:
`COc1ccc(NC(=O)C2CCC(CNc3c(N4CCCCC4)c(=O)c3=O)CC2)cc1OC` (stereo not drawn) @ PAX8 reporter = 7&-11
`CCCc1cc(=O)[nH]c(Nc2ccc3c(c2)OCCO3)n1` @ ERp5 inh = 0
`COC(=O)c1ccc(COc2ccc3ccc(=O)oc3c2)o1` @ EWS-Fli inh = -3

(cont.)
SMILES	XiGFP reactiv	CFTR F508del cor	ERp5 inh	EWS-Fli inh	DENV2 CPE rescue	PAX8 reporter	ARNT TACC3 PPI	INS-1E GSIS act
CCOc1cccc2sc(Cl)nc12	0.3	4.6	-5	6	.	-2	-5	13
CO[C@@H]1CN(C)C(=O)c2cc(NC(=O)NC3CCCCC3)ccc2OC[C@H](C)N(CC2CCOCC2)C[C@H]1C	0.7	-3.3	-2	16	10	-4	-32	0
COCCNC(=S)Nc1ccc2nc(N3CCOCC3)cc(C)c2c1	0.0	3.7	-2	-4	-4	6	10	12
C[C@@H]1CN([C@@H](C)CO)S(=O)(=O)c2ccc(C#CC3(O)CCCC3)cc2O[C@H]1CN(C)C	-1.1	0.8	0	1	-6	.	-3	12
O=C(Nc1cc(F)ccc1F)N1CCCCN2[C@H](C1)[C@H](c1ccc(-c3cncnc3)cc1)[C@@H]2CO	0.1	1.5	-1	.	11	-6	-13	-2
CCn1cc([C@@H]2C[C@H]3CN(Cc4cccc(Cl)c4)C(=O)[C@]34CCCN24)cn1	0.0	3.4	3	8	-2	6	2	4
CC1(c2ccccc2Cl)NC(=O)N(CC(=O)c2ccc3c(c2)OCO3)C1=O (stereo not drawn)	0.0	-0.3	0	-1	-2	.	-2	14
CCOC(=O)NC(=O)CSc1nnnn1-c1ccc(Cl)cc1	.	2.5	-4	-2	-2	.	1	2
Cc1cc(C)cc(NC(=O)C(OC(=O)c2ccc(O)cc2)c2ccccc2)c1 (stereo not drawn)	0.2	5.4	-12	9	-5	19	7	-8
CCOc1ccc(CCNC(=O)C2CCCN(S(=O)(=O)N3CCOCC3)C2)cc1OCC (stereo not drawn)	0.4	0.5	13	-3	-8	-7	.	3
O=C(CN1CCOCC1)N1CCCCN2[C@H](CO)[C@H](c3ccc(-c4ccccc4F)cc3)[C@@H]2C1	0.1	1.9	2	-8	.	-10	-12	1
O=C(/C=C/c1ccc(Cl)cc1)NC(=S)Nc1ccc(N2CCOCC2)c(Cl)c1	0.0	.	.	.	.	-17	-2	34
N#Cc1ccc(Oc2ccc(C(F)(F)F)cc2NC(=O)c2ccc(F)cc2)cc1	0.0	0.0	-1	9	5	-4	-4	-14
C[C@H](CO)N1C[C@H](C)[C@@H](CN(C)C)OCCCC[C@H](C)Oc2ccc(NS(=O)(=O)c3ccccc3)cc2C1=O	0.1	-3.5	.	-2	.	-16	.	24
Cc1ccc(C#N)c(SCc2cccc(Br)c2)n1	0.0	-1.3	.	-17	1	-15	5	.
COc1ccc(N2CC(NC(=O)N(C)CCC#N)CC2=O)cc1 (stereo not drawn)	-0.2	1.7	1	-3	17	-30	6	8
Cc1noc(NS(=O)(=O)c2ccc(NC(=O)CCN3C(=O)c4ccccc4C3=O)cc2)c1C	0.0	0.1	4	-5	3	-14	-10	12
Cc1ccc([N+](=O)[O-])c(NC(=O)COC(=O)C2CC3CCCC(C2)C3=O)c1C (stereo not drawn)	0.0	-1.8	-9	-2	20	-13	-1	20
COc1cc(C)c(Cl)cc1S(=O)(=O)N1CCCC1	0.0	2.9	3	6	-2	10	5	12
CCCC(=O)Nc1ccc2c(c1)C(=O)N(C)C[C@@H](OC)[C@@H](C)CN(Cc1ccc(-c3ccccn3)cc1)[C@H](C)CO2	0.4	0.6	8	-5	27*	-32	0	-25

Random excerpt: 2 entries already listed, in no set order.
SMILES	XiGFP reactiv	CFTR F508del cor	ERp5 inh	EWS-Fli inh	DENV2 CPE rescue	PAX8 reporter	ARNT TACC3 PPI	INS-1E GSIS act
CC1(c2ccccc2Cl)NC(=O)N(CC(=O)c2ccc3c(c2)OCO3)C1=O (stereo not drawn)	0.0	-0.3	0	-1	-2	.	-2	14
C[C@H](CO)N1C[C@H](C)[C@@H](CN(C)C)OCCCC[C@H](C)Oc2ccc(NS(=O)(=O)c3ccccc3)cc2C1=O	0.1	-3.5	.	-2	.	-16	.	24

Other structures:
SMILES	XiGFP reactiv	CFTR F508del cor	ERp5 inh	EWS-Fli inh	DENV2 CPE rescue	PAX8 reporter	ARNT TACC3 PPI	INS-1E GSIS act
CCCC#Cc1ccc2c(c1)O[C@@H](CN(C)C(=O)c1cnccn1)[C@@H](C)CN([C@H](C)CO)S2(=O)=O	-0.1	3.8	13	-2	5	.	9	21
O=S(=O)(c1cccc(Cl)c1)N1[C@@H]2CNC[C@H]1C2c1ccc(-c2cccnc2)cc1 (stereo partly drawn)	0.0&0.0	1.6&-1.5	-6	-14	8&-1	-1	.	10&-1
CC(CC(=O)NNC(=O)c1cccc(Cl)c1)c1ccccc1 (stereo not drawn)	0.0	1.9	0	-25	6	-5	.	-21
CC(C)c1ccc(S(=O)(=O)NC2CCS(=O)(=O)C2)cc1 (stereo not drawn)	0.0	-2.3	4	0	9	.	-3	10
O=C(O)C(Cc1ccccc1)N1C(=O)/C(=C/c2ccccc2)SC1=S (stereo not drawn)	0.5	.	.	.	.	2	1	33
CCOC(=O)c1ccc(NC(=S)NCCc2ccc(OC)c(OC)c2)cc1	0.0	0.5	6	6	-7	4	6	-2
CN(CC(=O)Nc1ccc(Cl)c(Cl)c1)C(=O)C1CCCC1	-0.1	-1.8	0	-23	9	9	.	-39
COc1cc(/C=C/CN2CCC(Oc3ccc(C(=O)N4CCCC4)cc3)CC2)ccc1O	0.0	-0.1	-4	25	14	13	-11	-9
CCc1c(C(=O)Nc2ccccc2)c(C)[nH]c(=S)c1C#N	.	4.4	1	18	7	.	0	-10
O=C(Nc1nc(OCCN2CCCC2=O)cnc1/C=C\c1ccccc1)c1cc2ccccc2s1	-0.1	0.9	7	3	-1	24	.	-2
CCOc1ccc(C(=O)Nc2cnn(Cc3ccc(Cl)c(Cl)c3)c2)cc1	.	0.1	5	-15	.	.	1	-7
CCOc1ccc(NS(=O)(=O)c2ccc(NC(=O)[C@@H]3CCCC[C@@H]3C(=O)O)cc2)cc1	0.1	.	.	.	.	5	1	-3
CCN(C(=O)CN1C(=O)S/C(=C\c2cccc(OC)c2)C1=O)C1CCS(=O)(=O)C1 (stereo not drawn)	0.3	-1.8	4	-11	-2	7	.	9
COc1ccc2c3c(n(C)c2c1)[C@H](CO)N(S(C)(=O)=O)CC31CCN(C(=O)C2CCCC2)CC1	0.0	2.3	8	-2	4	3	.	-3
CC(=O)NCC(=O)N[C@@H](CC(=O)OCc1ccccc1)C(=O)OCc1ccccc1	0.1	-1.1	3	3	14	5	-11	-27
Cc1cnc(CNC(=O)C2CCC(=O)N(CCc3ccc(Cl)cc3)C2)cn1 (stereo not drawn)	0.0	-0.5	2	.	-3	-5	.	10
C[C@@H]1CN([C@@H](C)CO)C(=O)c2cc(NC(=O)CCN3CCOCC3)ccc2O[C@@H]1CN(C)S(=O)(=O)c1ccc(Cl)cc1	1.1	-1.2	1	-2	11	-2	-9	1
C[C@H]1CN([C@@H](C)CO)C(=O)Cc2cc(NS(=O)(=O)c3cn(C)cn3)ccc2O[C@H]1CN(C)C(=O)Nc1ccc(F)cc1	0.0	2.2	6	20	6	1	.	23

Whole records as entered above:
Shown for CCOC(=O)c1ccc(NC(=S)NCCc2ccc(OC)c(OC)c2)cc1 → XiGFP reactiv = 0.0; CFTR F508del cor = 0.5; ERp5 inh = 6; EWS-Fli inh = 6; DENV2 CPE rescue = -7; PAX8 reporter = 4; ARNT TACC3 PPI = 6; INS-1E GSIS act = -2
Shown for COc1ccc2c3c(n(C)c2c1)[C@H](CO)N(S(C)(=O)=O)CC31CCN(C(=O)C2CCCC2)CC1 → XiGFP reactiv = 0.0; CFTR F508del cor = 2.3; ERp5 inh = 8; EWS-Fli inh = -2; DENV2 CPE rescue = 4; PAX8 reporter = 3; ARNT TACC3 PPI = .; INS-1E GSIS act = -3

An unsorted share of the library. Share with any hit: about 4.2%.
